# High-throughput results deposited in PubChem by NCI.
# Growth percent in the NCI-60 one-dose screen (48 h, 10 µM unless noted): 100 = growth as untreated, 0 = no growth, -100 = all killed.
# OVCAR-8: OVCAR-8 ovarian cancer; 81,000 compounds, 4.4% hits
# NCI/ADR-RES: NCI/ADR-RES ovarian cells; 81,000 compounds, 4.4% hits
# OVCAR-3: OVCAR-3 ovarian cancer | 79,000 compounds, 7% hits
# NCI-H522: NCI-H522 lung cancer; AID 1794739; 78,000 compounds, 8% hits
# OVCAR-4: OVCAR-4 ovarian cancer cells. 80,000 compounds, 3.7% hits
# SK-OV-3: SK-OV-3 ovarian cancer cells. 80,000 compounds, 3.2% hits. AID 1794785
# IGROV1: IGROV1 ovarian cancer; 79,000 compounds, 4.7% hits
# OVCAR-5: OVCAR-5 ovarian cancer; 82,000 compounds, 2.9% hits; AID 1794783
# NCI-H23: NCI-H23 lung cancer; 80,000 compounds, 4% hits; AID 1794731
# * = called active by the depositor; . = not tested or not shown; & = joins results of further samples; ! = not active in a repeat. The calls were made as follows: active = growth percent below 10; inactive = the rest.
SMILES,OVCAR-8,NCI/ADR-RES,OVCAR-3,NCI-H522,OVCAR-4,SK-OV-3,IGROV1,OVCAR-5,NCI-H23
CC(=O)n1c(/C(C#N)=C/c2ccc(N(C)C)cc2)cc2ccccc21,40.3,16.7,8.8*,23.1,76.8,34.8,40.3,60.7,40.5
COc1ccc(-c2nc(/C=C3\C(=O)Nc4ccccc43)c3ccccn23)cc1,22.8,36.6,70.1,75.5,70.6,62.6,.,88.1,70.8
COc1cc(CN(c2ccccc2)C2OC(=O)c3ccccc32)cc(OC)c1OC (centres undefined),91.9,108.6,101.8,73.7,106.5,88.0,101.6,104.3,101.9
COc1cc2c(c(OC)c1OC)C(=O)CC(c1cccc(NC(=O)c3cc(NC(=O)[C@@H](N)Cc4ccccc4)ccc3Cl)c1)O2 (some centres undefined),62.9,61.5,93.6,40.7,77.6,85.8,82.3,120.7,88.1
O=C1c2ccc3c4c(ccc(c24)C(=O)N1CCNCc1ccccc1)C(=O)N(CCNCc1ccccc1)C3=O,2.3*,.,-62.6*,-51.2*,-97.8*,108.8,-75.7*,132.2,-49.4*
CCOc1ccc(/C=N/Nc2nc3ccccc3s2)cc1OCC,58.5,83.0,82.6,87.9,74.9,20.8,34.6,85.0,87.4
CN1c2ccccc2Sc2cc(/C=N/Nc3nc4ccccc4s3)ccc21,100.2,103.0,.,98.1,105.2,91.5,78.9,99.0,86.8
Cc1ccc(S(=O)(=O)CCc2nc(S(=O)(=O)c3ccc(C)cc3)c(NCCCN3CCOCC3)o2)cc1,103.7,92.8,97.3,82.0,94.3,96.6,107.6,94.8,94.6
O=C1CNC(c2ccccc2)N1O (centres undefined),111.9,109.1,107.9,89.0,111.0,99.0,92.5,111.5,97.0
N#Cc1c(-c2cccc(F)c2)cc(-c2cccnc2)[nH]c1=O,100.2,105.1,108.1,90.1,113.4,99.6,109.8,98.9,105.4
N/C(=N\OC(=O)Nc1ccc(CSc2ccc(Cl)cc2)o1)c1ccccn1,113.1,109.0,101.0,111.8,.,117.8,109.7,109.5,100.9
COc1ccc(NC(=O)C2=C(C)Nc3ncnn3C2c2ccc(C)cc2)cc1 (centres undefined),105.2,105.7,117.8,80.8,.,110.1,112.6,121.6,98.9
CCCC[C@@H](C=O)NC(=O)[C@H](CC(C)C)NC(=O)[C@H](CC(C)C)NC(=O)OCc1ccccc1,18.8,-2.9*,-29.1*,-0.2*,10.8,38.2,8.9*,-34.5*,-17.1*
Cc1ccc(-c2cc(Cc3c(Cl)cccc3Cl)c(=O)n(Cn3cncn3)n2)cc1C,92.8,88.5,101.6,86.2,93.7,91.1,92.5,97.4,92.3
N/C(=N\OC(=O)CSc1nc2ccccc2s1)c1ccc2ccccc2c1,98.8,103.7,116.1,91.2,109.1,101.5,97.3,98.9,95.3
COc1cc(OC(C)=O)c2c(=O)cc(-c3ccc(OC(C)=O)cc3)oc2c1,101.6,105.8,111.8,96.2,87.0,.,115.1,105.9,101.4
CCOC(=O)c1noc(-c2ccc(C)cc2)c1C(=O)c1ccc(C)cc1,92.4,88.1,111.1,76.1,112.1,93.1,102.5,76.5,89.3
c1ccc(NCc2ccco2)nc1,102.3,99.1,115.5,104.2,108.0,123.8,106.1,97.4,95.8
Cc1nc2c(n1C)CN(C(=O)Nc1nc(-c3ccc(F)cc3)ccc1N)C2,79.8,90.9,96.7,74.5,105.5,71.2,88.8,87.2,95.6
COc1cc2nc(Cl)nc(Nc3cccc(C4=NN(C(C)=O)C(c5ccc(Cl)cc5)C4)c3)c2cc1OC (centres undefined),87.1,82.9,89.4,84.3,91.2,106.1,76.4,93.5,94.5
Cc1ccc(C(C)(C)C(CC(=O)O)C(=O)O)cc1 (centres undefined),118.2&102.5,97.3&104.0,110.8&104.2,86.0&106.8,106.5&108.9,88.7&87.2,107.4&116.6,99.3&115.4,99.1&104.1
Cc1ccc(S(=O)(=O)c2nc(-c3ccc(F)cc3)oc2S(C)(=O)=O)cc1,86.9,92.0,.,61.0,92.1,100.4,45.2,95.2,71.2
Oc1ccc(Cn2cc3c(c2-c2ccccc2)CCc2cnoc2-3)cc1,100.4,86.2,107.2,84.5,95.8,94.4,119.8,104.9,92.8
CCc1c(C)c2cc3nc(-c4cc(OC)c(OC)c(OC)c4)oc3c(C)c2oc1=O,85.8,90.5,102.8,78.4,103.5,85.4,94.0,99.5,95.1
CCOc1ccc(C(=O)CCC(=O)O)c(C)c1,99.3,101.5,101.7,92.0,105.1,98.5,102.2,111.3,102.7
# Further results.
SMILES,OVCAR-8,NCI/ADR-RES,OVCAR-3,NCI-H522,OVCAR-4,SK-OV-3,IGROV1,OVCAR-5,NCI-H23
CCN(CC)CCCNCCS,102.3,100.8,107.0,111.8,115.1,101.5,.,102.6,100.9
S=C(NCc1ccco1)NCc1ccco1,113.1,101.8,110.7,103.2,101.2,142.1,113.0,104.8,98.3
CNC(=O)c1cc(Oc2ccc3nc(NC(=O)c4cc(C(F)(F)F)cc(C(F)(F)F)c4)sc3c2)ccn1,20.8,12.9,12.0,-9.5*,15.8,-2.4*,30.9,51.6,20.2
CC(Sc1nc2ccccc2c(=O)n1Cc1ccc(S(N)(=O)=O)cc1)C(=O)Nc1ccccc1 (centres undefined),89.5,95.4,109.6,76.3,100.1,135.1,103.8,101.1,95.9
Clc1ccc(-c2cc(-c3cn(-c4ccccc4)nc3-c3ccc(OCc4ccccc4)cc3)on2)cc1,97.9,106.9,111.5,87.1,109.1,102.0,110.0,103.4,92.7
CC(=O)Nc1ccc2c(c1)Cc1c-2cc(Cl)c(NC(C)=O)c1Cl,104.6,102.7,115.0,92.5,97.8,114.4,102.9,100.3,91.5
Br/C=C/c1ccccc1,110.0,106.3,113.0,103.9,104.0,104.5,104.2,101.0,107.0
O=C(O)c1cn(C2CC2)c2cc(N3CCN(CC(=S)Nc4ccc(Cl)cc4)CC3)c(F)cc2c1=O,99.1,100.1,106.1,89.6,94.2,94.3,98.2,97.3,94.1
N=C(N)SCC1CCCCC1,103.3,109.1,105.1,74.6,105.0,101.2,105.6,104.2,102.8
CCSC(=S)NC(=O)c1ccccc1,105.2,105.5,101.0,99.0,111.2,112.2,103.5,107.5,105.1
O=CNc1cc(Cl)cc(Cl)c1,99.8,108.5,122.5,95.4,112.5,114.8,103.1,97.5,102.1
CC(C)(C)CC(N)CC(C)(C)C,101.9,102.0,103.7,99.9,103.6,106.1,103.8,107.6,100.4
CC(=O)Nc1ccc(S2=Nc3ccccc3S2)cc1 (centres undefined),103.9,103.9,105.2,96.1,97.3,92.1,94.2,110.5,95.8
O=C(NNc1ccc(-c2ccccc2)nn1)c1ccccc1,99.5,102.0,107.6,97.8,96.0,.,99.3,100.4,99.6
CCOC(=O)c1cc2ccccc2o1,104.0,100.2,.,97.2,100.5,107.0,101.5,99.2,101.5
O=C(c1c[nH]c2ccccc12)c1n[nH]c(=S)n1-c1ccc(F)cc1,97.1,101.2,91.2,84.7,92.8,83.3,72.0,96.3,96.1
CCCCCNCCO,114.0,106.6,111.4,91.8,111.4,109.5,123.5,113.8,107.1
COc1ccc(-c2nsc3c2NC(=O)CC3c2ccc3c(c2)OCCO3)cc1 (centres undefined),35.3,21.0,-38.6*,-15.2*,36.9,3.1*,49.0,37.5,29.0
CCn1c2ccccc2c2cc(N)ccc21,93.8,.,92.1,81.1,67.9,88.6,66.7,.,75.0
COc1ccc(/C=C2\SC(=O)NC2=S)c(C(=O)O)c1OC,101.2,102.9,104.9,94.5,98.7,109.2,104.6,98.8,103.6
CCCCCCCCCCCCCCCCC(C(=O)O)C(O)(CC(=O)O)C(=O)O (centres undefined),111.4,89.7&110.9,-3.7*!,-32.5*!,21.3&108.4,36.1&98.3,-21.4*!,-56.6*!,-38.2*!
COC(=O)[C@@]1(O)C=Cc2nc3cccnc3c(=O)n21,99.6,98.6,112.9,96.8,102.2,82.1,94.7,103.0,100.2
COC(=O)c1ccc(NC(=O)c2ccc(-c3cccc([N+](=O)[O-])c3)o2)cc1,102.9,99.0,100.9,94.2,92.7,98.1,91.6,108.8,87.3
Cc1nn(C(N)=S)c(C)c1N=Nc1ccc2oc(=O)ccc2c1,79.5,93.4,79.6,94.4,87.9,103.3,49.3,95.2,95.8
COc1cc(-c2nc(-c3nnc(-c4ccc(F)cc4)o3)c3ccccn23)cc(OC)c1OC,46.8,56.9,99.1,48.6,38.0,83.4,97.7,105.7,83.4
# Later entries
SMILES,OVCAR-8,NCI/ADR-RES,OVCAR-3,NCI-H522,OVCAR-4,SK-OV-3,IGROV1,OVCAR-5,NCI-H23
O=C1c2cccc3cccc(c23)C(=O)N1Nc1nc(N2CCOCC2)nc(N2CCN(Cc3ccccc3)CC2)n1,100.3,100.4,103.8,91.9,92.3,109.0,63.4,101.4,100.1
CCCOC(=O)C1(N)CCCC1,104.7,99.2,110.4,104.5,107.2,120.5,95.8,100.4,93.9
O=[N+]([O-])c1ccccc1Sc1ccccc1[N+](=O)[O-],102.0,96.2,92.4,87.8,95.9,90.9,104.6,93.1,93.7
COc1cc(OC)c(S(N)(=O)=O)cc1C1=NN(C(N)=S)C(c2ccc(Cl)cc2)C1 (centres undefined),99.5,105.1,.,91.1,93.1,100.5,100.4,101.4,97.8
CCCCn1c(=O)c(/C=C/c2cc(/C=C/c3cc4cc(OC)ccc4n(CCCC)c3=O)n(-c3ccccc3)n2)cc2cc(OC)ccc21,98.6,110.6,112.0,75.2,105.4,89.9,99.9,103.8,93.1
COc1ccccc1/C=c1\sc2ncnn2c1=O,102.0,109.6,117.1,94.5,108.3,119.9,111.0,113.6,106.5
Cc1nc(SCC(=O)c2ccccc2)n(Nc2ccccc2)c1C,99.3,96.9,109.4,81.4,105.2,97.8,98.6,109.7,93.4
CC[C@]12C=CCN3CC[C@@]4(c5ccc(OC)cc5N(C)[C@H]4[C@@](O)(C(=O)OC)[C@@H]1OC(=O)CCC(=O)N[C@@H](Cc1c[nH]c4ccccc14)C(=O)OC)[C@@H]32,93.9,104.7,86.4,78.6,89.9,100.0,101.3,90.8,100.6
C#C[C@]1(O)CC[C@H]2[C@@H]3CC=C4c5sc(-c6ccc(OC)cc6)nc5CC[C@]4(C)[C@H]3CC[C@@]21C,84.6,83.8,83.2,80.6,97.9,53.8,70.2,71.2,73.7
CCC(=O)Oc1cc(/C=C/C(=O)O[C@H]2C[C@H]3CN4CCc5c([nH]c6cc(OC)ccc56)[C@@H]4C[C@@H]3[C@@H](C(=O)OC)[C@@H]2OC)ccc1OC,86.8,87.1,73.1,84.0,56.9,86.5,88.5,87.0,86.7
COc1ccc(-c2nn(-c3ccc(NC(=O)Nc4cc(C(F)(F)F)cc(C(F)(F)F)c4)cc3)cc2-c2ccncc2)cc1Cl,12.9,14.0,3.3*,-8.9*,47.0,22.9,26.3,17.7,8.5*
NCC(Cc1ccccc1)c1ccccc1 (centres undefined),101.7,108.3,97.5,92.1,100.1,101.8,106.7,106.0,103.0
COc1ccc(-c2nnc(-c3nnn(-c4ccc([N+](=O)[O-])cc4)c3C)o2)cc1OC,94.5,107.2,112.9,87.4,115.4,91.6,106.2,90.3,103.1
C=C(CNCCc1ccc(O)cc1)[C@@H]1CC[C@]2(COC3CCCCO3)CC[C@]3(C)[C@H](CC[C@@H]4[C@@]5(C)CCC(N)C(C)(C)[C@@H]5CC[C@]43C)[C@@H]12 (some centres undefined),-61.6*,-67.1*,-87.0*,-84.3*,-77.5*,-95.1*,-82.1*,-90.6*,-89.1*
CC1(C)CC[C@]2(C(=O)N3CCCNCC3)CC[C@]3(C)C(=CC[C@@H]4[C@@]5(C)C/C(=C\c6cccnc6)C(=O)C(C)(C)[C@@H]5CC[C@]43C)[C@H]2C1,104.3,113.6,112.1,96.7,106.6,101.9,110.7,107.1,110.2
Fc1cccc(-n2ncc3c(Nc4ccc(-c5nnc(Nc6ccc(Cl)cc6)s5)cc4)ncnc32)c1,96.3,103.1,109.1,96.8,102.4,108.7,97.5,98.2,98.9
NC(N)=NC(N)=Nc1ccc2ccccc2c1,92.3,95.6,88.9,97.8,82.3,71.9,102.6,80.4,85.6
